KDM5B inh: KDM5B demethylase inhibition. actives 2.6% (n = 220,000). Potency, µM (highest dose often 57.7 µM), for the others: top-dose activity change, negative = inhibition, hits mostly inhibitors. AID 1347165. KDM5B demethylase, FDH-coupled NADH fluorescence (FDH is formaldehyde dehydrogenase). Q9UGL1; active = well fitted inhibition curve with a large enough effect; inconclusive = small, poorly fitted or top-dose-only effect; inactive = no such curve, though single readings can be large or run the other way; note: 0% is about no effect; nearly all actives have a fitted effect of over 70% in size
Target sequence (Q9UGL1 whole entry, looked up): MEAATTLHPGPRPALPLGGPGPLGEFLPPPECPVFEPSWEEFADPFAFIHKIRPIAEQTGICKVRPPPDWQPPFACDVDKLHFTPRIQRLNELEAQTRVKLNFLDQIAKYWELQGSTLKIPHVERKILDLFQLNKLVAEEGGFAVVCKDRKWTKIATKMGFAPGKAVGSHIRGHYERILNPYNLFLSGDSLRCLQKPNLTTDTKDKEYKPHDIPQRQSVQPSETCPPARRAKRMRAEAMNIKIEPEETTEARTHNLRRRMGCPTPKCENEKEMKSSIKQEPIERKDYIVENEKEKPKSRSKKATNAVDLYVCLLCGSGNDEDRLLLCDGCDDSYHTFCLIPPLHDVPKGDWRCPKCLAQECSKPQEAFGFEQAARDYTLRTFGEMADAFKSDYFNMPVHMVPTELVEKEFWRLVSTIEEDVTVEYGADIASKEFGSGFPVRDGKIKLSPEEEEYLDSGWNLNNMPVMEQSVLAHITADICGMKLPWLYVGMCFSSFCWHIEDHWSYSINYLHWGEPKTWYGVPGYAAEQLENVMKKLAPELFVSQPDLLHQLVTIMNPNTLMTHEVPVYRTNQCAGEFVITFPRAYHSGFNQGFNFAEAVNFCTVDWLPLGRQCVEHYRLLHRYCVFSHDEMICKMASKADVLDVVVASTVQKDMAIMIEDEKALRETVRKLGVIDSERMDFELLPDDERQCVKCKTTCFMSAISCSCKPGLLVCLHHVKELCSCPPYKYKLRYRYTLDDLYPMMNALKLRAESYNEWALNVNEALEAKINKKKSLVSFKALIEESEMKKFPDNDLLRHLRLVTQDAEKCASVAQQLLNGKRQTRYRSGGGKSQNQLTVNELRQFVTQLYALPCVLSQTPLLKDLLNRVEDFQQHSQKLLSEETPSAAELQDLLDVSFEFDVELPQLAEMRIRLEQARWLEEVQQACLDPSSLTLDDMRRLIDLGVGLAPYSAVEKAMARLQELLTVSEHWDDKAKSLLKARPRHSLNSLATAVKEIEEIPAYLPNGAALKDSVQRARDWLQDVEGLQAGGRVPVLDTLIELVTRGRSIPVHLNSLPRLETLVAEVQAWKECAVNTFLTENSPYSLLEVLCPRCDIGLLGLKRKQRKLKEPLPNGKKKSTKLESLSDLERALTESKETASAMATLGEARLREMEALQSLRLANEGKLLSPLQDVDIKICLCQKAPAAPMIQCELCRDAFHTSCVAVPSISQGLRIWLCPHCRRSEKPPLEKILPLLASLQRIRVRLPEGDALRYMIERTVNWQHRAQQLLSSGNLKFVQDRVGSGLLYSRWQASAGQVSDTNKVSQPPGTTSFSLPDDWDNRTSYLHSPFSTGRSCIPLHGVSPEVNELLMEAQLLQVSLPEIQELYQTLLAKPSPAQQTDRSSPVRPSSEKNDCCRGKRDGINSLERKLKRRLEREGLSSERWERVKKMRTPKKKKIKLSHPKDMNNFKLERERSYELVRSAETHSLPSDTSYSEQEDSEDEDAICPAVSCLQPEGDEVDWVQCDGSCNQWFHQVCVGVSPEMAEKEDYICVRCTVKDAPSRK
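Coupled FDH/NAD⁺ fluorescence readout. KDM5BΔAP 200 nM final; compound titration, 10 min RT preincubation; substrate mix 12.5 µM H3K4me3, 25 µM 2-OG, 50 µM Fe(II), 100 µM ascorbate, 0.25 mM NAD⁺, 0.25 U/mL FDH; ΔRFU over 30 min.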
Starred values were filed as active, the others as inactive; ? = inconclusive; [ ] = another dose, or the depositor's remark. Potency is the fitted concentration of half-maximal effect. Not all compounds are listed; count on the stated rates, not on these rows.

SMILES	KDM5B inh
Cc1ccccc1C(=O)c1cccn1CC(=O)NCc1ccccc1	-3%
CCCNC(=O)Nc1cccc(C(=O)NC)c1C	-5%
CCOC(=O)c1scc(-c2ccc(C)cc2)c1S(=O)(=O)Nc1ccc(OC)c(Cl)c1	6%
N#Cc1ccc(/C=C/c2nc3ccccc3s2)cc1	3%
CCNS(=O)(=O)c1ccc2c(c1)NC(=O)CO2	13%
O=C(COc1ccc(F)cc1Cl)NCCc1nnc2ccccn12	-5%
COc1cc(/C=C(\C#N)C(=O)c2ccc(C)cc2)ccc1OCc1c(Cl)cccc1Cl	-18%
O=C(CCn1c(=O)c2ccccc2n(Cc2ccccc2)c1=O)NC1CCN(Cc2ccccc2)CC1	-14%
CCOC(=O)c1cc2c(=O)n3ccccc3nc2n(Cc2ccco2)c1=NC(=O)c1cc(C)cc(C)c1	?
Cc1cc(C(=O)N[C@H]2[C@H](O)[C@H](O)C[C@@H]2c2cccnc2)no1	4%[86.2 µM]
CCc1ccc(C(=O)c2cn(CC(=O)Nc3cc(OC)ccc3OC)c3ccc(C)cc3c2=O)cc1	-7%
CSc1ccc(/C=C/C(=O)c2ccc(NC(=O)c3cccc(C)c3)cc2)cc1	-6%
CN(C)C(=O)c1ccc(OC2CCN(C(=O)c3ccccc3F)CC2)nc1	26%
CNC(=O)N1CCC(C2CCN(C(=O)NCc3cccc(OC)c3)C2)CC1 (stereo not given)	9%
COC(=O)c1cc2oc(C)cc2n1CC(=O)Nc1ccc(C)cc1C	?
CC(C)c1ccc(NC(=O)c2nc3ccccc3nc2N2CCOCC2)cc1	2%
CN1CCC2(CCC1=O)CN(Cc1nc3c(s1)CCCC3)CCN2C (stereo not given)	3%
Cc1ccccc1CC(=O)N1C[C@@H](COc2ccccc2)[C@H](C(N)=O)C1	10%
CSc1ccccc1NC(=O)/C(=C/c1ccco1)c1ccccc1	-22%
COc1ccccc1CN[C@H]1CC(C)(C)[C@@H]2C[C@@](C)(O)CC[C@]12CCC(=O)NCCN1CCOCC1	-4%
O=C(NCc1ccc2c(c1)OCO2)C1CCN(C(=O)c2ncn3c2COC(c2ccccc2)C3)CC1 (stereo not given)	-11%
COc1ccc(Oc2cccc(Cl)c2CNC(=O)CCCC(=O)O)cc1	-6%
COC(=O)c1ccccc1NC(=O)c1ccc(=O)n(Cc2cccc(C)c2)c1	?
Cc1ncccc1C(=O)N1CC[C@@H]2COCCN(Cc3ccncc3)[C@@H]2C1	?
CCC1SC(C)C/C(=N\O)C1C (stereo not given)	-12%
COc1cccc(CN2CCCC3(CCN(c4cc(C)nc(N)n4)C3)C2)c1OC (stereo not given)	-33%
COc1cc(OC)cc(C(=O)N[C@H](C(=O)OCC(=O)Nc2cccnc2Cl)C(C)C)c1	13%
COc1cc(Cl)ccc1C(=O)N1C[C@@H](F)C[C@H]1C(=O)N1CCCCC1	15%
Cc1cccc(CC(=O)N2CCC3(CC2)CCC(O)(CN(C)C)CC3)c1	?
CCCNC(=O)c1cccc(CNCc2ccsc2)c1	-13%
Cc1ccc2c(CNCCc3ccco3)c(C(=O)O)n(Cc3ccc(F)cc3)c2c1	?
CC(C(=O)NCc1cc(F)ccc1F)C1CCOCC1 (stereo not given)	-17%
COc1cccc(-c2nc(SCC(=O)N3CCc4ccccc43)c3c(=O)n(C)c(=O)n(C)c3n2)c1	15%
COc1ccccc1NC(=O)Cc1c(C(=O)O)[nH]c2ccc(Cl)cc12	-10%
Cc1ccc(C(=O)N2CCC(c3nc4c(nnn4Cc4ccc5c(c4)OCO5)c(=O)[nH]3)CC2)cc1	19%
CN1C(=O)c2cccn2CC1C(=O)NCc1ccccc1 (stereo not given)	-6%
COC(=O)[C@@H]1Cc2ncn(Cc3ccc(Cl)cc3)c2CN1Cc1ccc(NC(C)=O)cc1	?
COC[C@H]1NC(=O)CC[C@H]1C(=O)NCCCN1CCc2ccccc2C1	?
CN1c2cccnc2CN(Cc2ccc(C#N)cc2)CC[C@H]1CO	-18%[86.2 µM]
CCOC(=O)Cc1ccc(NC(=O)N2CC(C)Oc3ccc(Cl)cc32)cc1 (stereo not given)	-24%
Cc1cccc(NC(=O)c2ccc3snnc3c2)c1C	?
O=C(c1ccc(Cl)s1)N1CCC2(COc3ncccc3S(=O)(=O)N2)C1 (stereo not given)	21%[115 µM]
COc1ccc(CCNC(=O)c2ccc3c(c2)c(C)c(C)n3Cc2ccccc2)c(OC)c1OC	?
O=C(c1cc(-c2cccs2)nc2ccccc12)N1CCC1	?
Cc1ccc(C(=O)Nc2cccc(C(=O)OCc3cc(=O)n4nc(C5CC5)sc4n3)c2)cc1	14%
COc1ccc(Cl)cc1NC(=O)CN1c2ccccc2S(=O)(=O)c2ccccc21	?
COc1ccc(-c2nc(CNS(=O)(=O)c3cccc(F)c3)cs2)cc1	?
COc1ccc(/C(O)=C2\C(=O)C(=O)NC2c2ccc(C(C)(C)C)cc2)cc1F (stereo not given)	-30%
O=C(Nc1cccc(CN2CCOC2=O)c1)N1CCCCCCC1	-2%
COC(=O)Cc1nnc(Nc2cccc(C)c2)c2ccccc12	-5%
O=C1NC(=Nc2ccccc2)CS1	22%
COc1ccc(CCNC(=O)Cn2c(=O)n(-c3cc(OC)c(OC)c(OC)c3)c(=O)c3ccccc32)cc1OC	-11%
CCOc1ccc(-c2c(C)nn3c(C)c(C(=O)NCCc4ccc(C)cc4)cnc23)cc1OCC	?
Cc1cc(C(F)(F)F)nn1CC(=O)N1CCCC(c2[nH]ccc2C(N)=O)C1 (stereo not given)	-14%
COCCN1C(=O)c2ccccc2C(C(=O)Nc2ccc(C(N)=O)cc2)C12CCCCC2 (stereo not given)	-12%
O=C1NCc2ccccc2CC12CCCN(Cc1ccc(F)cc1)C2 (stereo not given)	5%[149 µM]
COc1ccc(Cl)cc1NC(=O)Cn1c(N2CCC(C)CC2)nc(C)cc1=O	28µM*
COc1ccc(Nc2nc(-c3ccc(CNC(C)=O)cc3)cs2)cc1	?
COCCNC(=O)C1CCN(C(=O)c2nnn3c2COC(c2ccc(C)cc2)C3)CC1 (stereo not given)	-13%
CCOc1cc(Br)cc2cc(C(=O)NCc3ccccc3)c(=O)oc12	-8%
(further entries)
SMILES	KDM5B inh
O=C(O)CCNS(=O)(=O)c1ccc(Cl)c(C(F)(F)F)c1	18%
O=C1C(N2CCN(S(=O)(=O)c3cccc(Cl)c3)CC2)CCN1Cc1cccnc1 (stereo not given)	-29%
CC(C)(C)c1ccc(-c2nc(N)nc(N)n2)cc1	17%
COc1ccc(CC2C(=O)Nc3ccc(Br)cc32)cc1 (stereo not given)	11%
O=C(CSc1ncccc1C(=O)Oc1ccccc1Cl)Nc1ccccc1Cl	4%
O=C(CCS(=O)(=O)c1cccs1)Nc1ccc(C(=O)Nc2ccccc2F)cc1	?
CCOC(=O)C1CCN(C(=O)c2ccc3c(c2)N(CC)C2CCCCCN2C3=O)CC1 (stereo not given)	?
CC(=O)Nc1nc2ccc(CC(=O)N3CCN(c4ccccc4F)CC3)cc2s1	8%
COc1ccc(N2CCN(C(=O)c3c(C)nn(-c4ccc(F)cc4)c3-n3cccc3)CC2)cc1	-22%
CCC1CN(C(=O)N2CCC(C(=O)N3CCN(c4cccc(C)c4C)CC3)CC2)c2ccccc2O1 (stereo not given)	-10%
CCN(C(=O)Cn1c(=O)oc2cc(Cl)ccc21)c1cccc(C(F)(F)F)c1	-3%
CC(C)CCNC(=O)c1ccc2c(c1)NC(=O)C(CS(=O)(=O)Cc1ccc(F)cc1)N2 (stereo not given)	?
CCCc1nn2c(=O)cc(CN(CCC)Cc3ccc(OCC)cc3)nc2s1	4%
Cc1cc(CNC(=O)C2CC(=O)N(C(C)(C)C)C2)n(C)n1 (stereo not given)	7%
CCc1ccccc1NC(=O)CSc1nnc(-c2ccccc2)c(-c2ccccc2)n1	-9%
CN(C)CCNC(=O)c1cc(-c2ccc(F)cc2)cc2ncn(C)c12	28µM*
COc1ccc(CNc2nc(-c3ccco3)nn2S(=O)(=O)c2ccc3ccccc3c2)cc1OC	?
O=C(c1cccc(Cl)c1)N1CCCN(c2cn[nH]c(=O)c2Cl)CC1	-9%
CNC(=O)CC1C(=O)NCCN1CC(=O)Nc1cc(OC)cc(OC)c1 (stereo not given)	?
CCN(C(=O)CCS(=O)(=O)c1cc(Br)cc2c1N(C(=O)C1CC1)CC2)c1cccc(C)c1	4%
COc1ccc(S(=O)(=O)Nc2cccc(-c3ccc(N4CCCCC4)nn3)c2)c(OC)c1	?
COC(=O)c1cc2occc2n1Cc1nc(-c2ccccc2C)oc1C	-10%
O=C(NCCc1ccccc1)Nc1cccc(-c2nnc3n2CCCC3)c1	-5%
c1ccc(CCCN2CC[C@H](c3nnc(-c4ccccc4)o3)C2)cc1	32µM*
CCNC(=O)NC(=O)C(C)NC(C)c1cccc(C(F)(F)F)c1 (stereo not given)	2%
CCCCC(CC)CNC(=O)CCCCCn1c(=O)[nH]c2ccsc2c1=O (stereo not given)	7%
CCn1ccc2sc(C)c(C(=O)N3CCOCC3)c2c1=O	?
CCCc1noc(CCC(=O)Nc2ccc(OC)c(OC3CCCC3)c2)n1	3%
COc1ccc(-n2c(=O)c3c4c(sc3n(Cc3ccccc3)c2=O)CCC4)c(OC)c1	15%
Cc1ccc(-c2c(NC(=O)CN3CCC(C(N)=O)CC3)oc3ccc(Cl)cc3c2=O)cc1	8%
CCc1ccc(NC(=O)CCCc2nnc3n(C(C)CC)c(=O)c4sccc4n23)cc1 (stereo not given)	-14%
CC(C)C(=O)N/N=C/c1ccc(Br)cc1	11%
Cc1cccc(-c2nc(C)c(CCNC(=O)C(=O)Nc3c(C)cc(C)cc3C)s2)c1	-19%
Cc1cccc2sc(N(Cc3cccnc3)C(=O)c3ccc(Cl)s3)nc12	0%
C=CCOc1ccc(C(=O)NCC(F)(F)F)cc1	31%[activator]
CC(=O)NC[C@H]1CCN(S(=O)(=O)c2cc(F)ccc2C)C[C@H]1N(C)C	-13%
CN(C)Cc1nc(SCC(=O)Nc2ccc(I)cc2)c2ccccc2n1	-2%
Cn1cnc([S+](=O)([O-])N2CCCC(c3nnc4n3C(C(=O)O)CC4)C2)c1 (stereo not given)	22%[115 µM]
CC(=O)N(C(C)=O)c1c(N2CCCC2)c2ccccc2oc1=O	11%
CCS(=O)(=O)Nc1ccc(C2(C(=O)NC(C)c3ccccc3)CCCCC2)cc1 (stereo not given)	?
Cc1noc2ncnc(NCc3ccccc3Cl)c12	-20%
O=C(Nc1ccc(F)c(F)c1F)c1ccc2ccccc2n1	-6%
CC(=O)c1c(C)[nH]c(C(=O)OCc2cc(=O)oc3cc(C)c(C(C)C)cc23)c1C	20%
Cn1nc(C(=O)N2CCN(c3cccc(Cl)c3)CC2)c2ccccc2c1=O	6%
CCOc1ccc(NC(=O)c2c(NC(=O)c3ccco3)sc3c2CCC(C(C)(C)C)C3)cc1 (stereo not given)	-10%

Retrieved by compound from the entries so far:
SMILES	KDM5B inh
CC(=O)NC[C@H]1CCN(S(=O)(=O)c2cc(F)ccc2C)C[C@H]1N(C)C	-13%
CC(=O)c1c(C)[nH]c(C(=O)OCc2cc(=O)oc3cc(C)c(C(C)C)cc23)c1C	20%
CN(C)Cc1nc(SCC(=O)Nc2ccc(I)cc2)c2ccccc2n1	-2%
CCOc1ccc(NC(=O)c2c(NC(=O)c3ccco3)sc3c2CCC(C(C)(C)C)C3)cc1 (stereo not given)	-10%
Cn1nc(C(=O)N2CCN(c3cccc(Cl)c3)CC2)c2ccccc2c1=O	6%

An excerpt from above in order of formula weight, ascending:
SMILES	KDM5B inh
C=CCOc1ccc(C(=O)NCC(F)(F)F)cc1	31%[activator]
CC(C)C(=O)N/N=C/c1ccc(Br)cc1	11%
CC(=O)N(C(C)=O)c1c(N2CCCC2)c2ccccc2oc1=O	11%
Cn1cnc([S+](=O)([O-])N2CCCC(c3nnc4n3C(C(=O)O)CC4)C2)c1 (stereo not given)	22%[115 µM]
CC(=O)c1c(C)[nH]c(C(=O)OCc2cc(=O)oc3cc(C)c(C(C)C)cc23)c1C	20%
CCS(=O)(=O)Nc1ccc(C2(C(=O)NC(C)c3ccccc3)CCCCC2)cc1 (stereo not given)	?
CCOc1ccc(NC(=O)c2c(NC(=O)c3ccco3)sc3c2CCC(C(C)(C)C)C3)cc1 (stereo not given)	-10%

Returning to the listing with the 2 entries that preceded the break.
SMILES	KDM5B inh
Cn1nc(C(=O)N2CCN(c3cccc(Cl)c3)CC2)c2ccccc2c1=O	6%
CCOc1ccc(NC(=O)c2c(NC(=O)c3ccco3)sc3c2CCC(C(C)(C)C)C3)cc1 (stereo not given)	-10%
COc1ccccc1CC(=O)NC(C)C(=O)N1CCN(c2ccccn2)CC1 (stereo not given)	28µM*
COc1ccc(F)c(CN2CCCC3(CCN(C(=O)c4cccc(C)n4)C3)C2)c1 (stereo not given)	-12%
O=C(Nc1ccc(C(=O)N2CCCCC2)cc1)c1cccc([N+](=O)[O-])c1	-11%
CNC(=O)c1cccc(CNC(=O)C(C)(C)NC(=O)OC(C)(C)C)c1	20%
CC(NC(=O)c1ccc2c(c1)CC(=O)N2Cc1ccccc1)c1ccc(F)cc1 (stereo not given)	-16%
COc1cc(C(=O)Nc2ccccc2OCc2cc(=O)n3c(C)csc3n2)cc(OC)c1OC	2%
CN1c2cc(C(=O)Nc3cc(F)cc(F)c3)ccc2C(=O)N2CCCCC21 (stereo not given)	?
Cc1nn2c(C)c(C(=O)NC(C)c3ccccc3)cnc2c1-c1ccc(F)cc1 (stereo not given)	-25%
Cc1ccc(C(=O)C2CCN(S(=O)(=O)c3c(C)noc3C)CC2)cc1	-13%
Cc1cc(C)c(S(=O)(=O)Nc2cc(-c3cn4ccccc4n3)ccc2C)cc1C	?
c1ccc(CN2CC[C@H](c3nc4ncccc4[nH]3)C2)cc1	-22%[115 µM]

Assay outcomes deposited in PubChem BioAssay by National Center for Advancing Translational Sciences (NCATS).
